S1P3 antagonist: S1P3 receptor antagonists, primary screen, cell-based; CHO S1P3 NFAT-BLA reporter, FRET fluorescence, antagonist mode; inhibition, % at 4.98 µM; 170,000 tested, 0.27% active; Sphingosine 1-phosphate receptor 3 (Homo sapiens), Q99500;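 active = inhibition above the plate cutoff, the mean inhibition of test wells on that plate plus 3 SD, cut at about 28% in these data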;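 note: cells challenged with S1P at its EC80 of 0.8 µM; blue over green emission ratio from cleaved BLA substrate after 4 h stimulation; 0% = S1P-stimulated wells and 100% = unstimulated DMSO-only wells; some compounds past the cut are filed as inactive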
Target sequence (Q99500 whole entry, looked up): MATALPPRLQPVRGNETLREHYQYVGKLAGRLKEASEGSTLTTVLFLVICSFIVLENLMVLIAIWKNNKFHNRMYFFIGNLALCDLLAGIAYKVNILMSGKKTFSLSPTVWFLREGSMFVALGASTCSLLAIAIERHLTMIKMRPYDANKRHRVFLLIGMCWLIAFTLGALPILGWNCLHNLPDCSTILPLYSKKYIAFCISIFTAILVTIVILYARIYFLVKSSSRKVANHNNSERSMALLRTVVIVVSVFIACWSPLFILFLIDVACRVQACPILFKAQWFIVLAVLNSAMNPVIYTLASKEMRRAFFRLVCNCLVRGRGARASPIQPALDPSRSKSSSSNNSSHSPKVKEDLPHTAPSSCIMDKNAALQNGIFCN
L major viab: Leishmania major promastigote growth inhibition, primary screen. AID 1063, 2008. 200,000 tested, 9% active. inhibition, % at 10 µM. Leishmania major promastigotes, resazurin fluorescence viability; in the data active = inhibition above about 50%;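 note: promastigotes grown with compound for 44 hours at 28 °C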
DTT redox prof: compounds producing H2O2 with reducing agent – biochemical, NIH compound library profiling, artefact control for MLSCN library redox annotation, primary screen. 200,000 tested, 0.03% active. DTT-dependent redox cycling H2O2, phenol red/HRP absorbance; 100% = 100 µM peroxide control, 0% = buffer. AID 878, 2007. activation, % at 10 µM;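 active = activation of at least 50% relative to the plate's high and low controls in the primary single-dose screen; inactive = activation below 50%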;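 note: compound incubated with DTT at 0.8 mM final as the reducing agent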
PMI act satM6P: human PMI activators, high substrate, primary screen, biochemical, fluorescence intensity, near-saturating mannose 6-phosphate | AID 1216, 2008 | activation factor at 20 µM | coupled PMI enzyme assay, resazurin fluorescence, 20 min; active compounds read high; 1 = untreated enzyme, 0 = substrate-free blank | Mannose-6-phosphate isomerase (Homo sapiens), P34949 | 190,000 tested, 0.34% active;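 active = activation factor of 2 or more at 20 µM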
Target sequence (P34949 whole entry, looked up): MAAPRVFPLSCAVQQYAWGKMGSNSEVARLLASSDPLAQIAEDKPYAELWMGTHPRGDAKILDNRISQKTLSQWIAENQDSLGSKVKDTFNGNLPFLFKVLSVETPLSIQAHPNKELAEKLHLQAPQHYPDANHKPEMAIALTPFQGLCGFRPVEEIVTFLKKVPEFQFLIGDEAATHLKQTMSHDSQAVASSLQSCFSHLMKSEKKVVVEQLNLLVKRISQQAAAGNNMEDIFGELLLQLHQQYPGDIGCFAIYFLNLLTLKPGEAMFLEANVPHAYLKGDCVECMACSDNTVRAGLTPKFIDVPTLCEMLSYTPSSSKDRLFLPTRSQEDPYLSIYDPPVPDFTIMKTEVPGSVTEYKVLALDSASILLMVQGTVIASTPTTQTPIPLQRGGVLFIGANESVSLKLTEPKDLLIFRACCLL
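Test system: Human PMI in coupled enzyme assay | Input: 15 ng/mL PMI | Medium: HEPES-buffered pH 7.4 with magnesium and detergent | Compound: One concentration, 20 µM, in 1% DMSO | Incubation: Enzyme reaction with compound 20 min at room temperature | Detection: Diaphorase-driven resazurin-to-resorufin fluorescence, excitation 544, emission 590 nm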
TNAP inh hi DEA: human TNAP enzyme inhibitors, primary screen, biochemical, luminescent, high phosphate acceptor level, uHTS | 200,000 tested, 0.03% active | purified TNAP, CDP-star luminescence, 1 M DEA | inhibition, % at 20 µM | Alkaline phosphatase, tissue-nonspecific isozyme (Homo sapiens), P05186 | AID 1135, 2008;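 active = over 50% inhibition of tissue-nonspecific alkaline phosphatase at 20 µM in the single-dose screen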;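 note: plate controls were DMSO wells for no effect and EDTA-quenched wells as full inhibition for full effect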
PMI act: activators of human PMI, primary screen, biochemical, fluorescence intensity, near-Km mannose 6-phosphate | Mannose-6-phosphate isomerase (Homo sapiens), P34949 | purified human PMI, coupled resazurin fluorescence, 20 min; active compounds read high; 1 = vehicle control, 0 substrate-free wells | activation factor at 20 µM | 190,000 tested, 0.005% active | AID 1214, 2008;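 active = activation factor of 2 or more at 20 µM, relative to plate controls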
Hsp70 act: Hsp70 transcriptional activators, primary screen, cell-based, HeLa, Hsp70 promoter luciferase, luminescence, 10 µM. HeLa Hsp70 promoter luciferase reporter; scaled: vehicle 0, proteasome-inhibitor control 100%. AID 1203, 2008. 200,000 tested, 0.04% active. activation, % at 10 µM;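 active = activation above the mean across all tested compounds plus 3 SD, cutoff set per campaign, cut at about 5.5% in these data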;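 note: 100% = MG132 at 30 µM as the positive control and 0% = DMSO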
TNAP inh noacc: human TNAP enzyme inhibitors, primary screen, biochemical, luminescent, no phosphate acceptor, uHTS; Alkaline phosphatase, tissue-nonspecific isozyme (Homo sapiens), P05186; purified TNAP, CDP-star luminescence, 30 min; inhibition, % at 20 µM; 200,000 tested, 0.26% active; AID 1012, 2008;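 active = tissue-nonspecific alkaline phosphatase inhibition above about 50% at 20 µM in the single-dose screen, limit read from the data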;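 note: 0% = DMSO negative control and 100% = EDTA positive control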
RAM network inh: inhibitors of the yeast RAM network, primary screen, dse1pr::URA3 reporter, 5-FOA selection | S. cerevisiae dse1pr::URA3 reporter, 5-FOA growth OD615, 2 d; analog-sensitive cbk1-as2 kinase mutant strain | inhibition, % at 50 µM | 190,000 tested, 1.8% active;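 active = inhibition above a set limit, 3 SD over mean compound inhibition, cut at about 8.4% in these data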;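 note: 0% = DMSO-only wells with no growth and 100% = 10 µM 1-NA-PP1 full growth; inhibition rescues growth on 5-FOA so higher OD means more RAM inhibition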
HMGR II inh: inhibitors of E. faecalis class II HMGR, primary screen, biochemical, Enterococcus faecalis. inhibition, % at 10 µM. 190,000 tested, 0.41% active. AID 1066, 2008. purified E. faecalis HMGR, NADPH absorbance 340 nm kinetic. HMG-CoA reductase (Enterococcus faecalis, mvaE);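 active = inhibition above a set limit, the median over all tested compounds plus 3 SD, cut at about 9.5% in these data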;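 note: enzyme runs in reverse so mevalonate oxidation gives rising NADPH absorbance; 0% = complete reaction with DMSO and 100% = background rate lacking mevalonate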
Active calls of the source: *; · = not tested or not shown. No enrichment for hits. About 12% of those tested had a hit in this group.

mol	HMGR II inh	DTT redox prof	TNAP inh hi DEA	TNAP inh noacc	Hsp70 act	L major viab	S1P3 antagonist	PMI act satM6P	RAM network inh	PMI act
CN(c1ccccc1)S(=O)(=O)c1cccc(NC(=O)CSc2nnc(N)s2)c1	0	-0.2	1	-15	-0.1	78*	-3	0.9	4.5	0.9
O=C1NC(=S)S/C1=C\c1coc2ccccc2c1=O	-3	-0.9	28	4	-0.1	-8	-16	1	-0.9	1.1
CC(C)N(O)C(=O)NC(C)(C)C	0	2.1	-1	-7	0.0	-4	-36	0.9	0.4	0.9
S=C(NCc1ccc2c(c1)OCO2)NCc1ccco1	2	0.1	3	0	-0.1	8	-7	1.1	1.4	1
CCNc1nc(N)nc(Oc2ccc(OCCOc3ccccc3)nn2)n1	-6	0.0	-5	-5	-0.1	-3	12	1	0.3	1
CCOC(=O)NN1C(=O)c2ccccc2NC1c1ccccc1F (centres undefined)	-5	-0.6	-2	-13	-0.3	-5	-22	1.1	0.5	1.1
CC1CCc2nc(NC(=O)CSc3nc4ccccc4o3)sc2C1 (centres undefined)	-1	1.0	-3	-5	-0.1	2	-6	0.8	6.0	0.9
O=C(NCc1ccco1)c1cccc(S(=O)(=O)N2CCCCC2)c1	-2	0.1	-3	-9	-0.2	13	24	1.2	0.7	1.2
S=C(NC1CCCCC1)NC1CC2CCC(C1)N2Cc1ccccc1 (centres undefined)	2	-1.2	-4	-10	-0.2	90*	-35	·	-1.6	·
CCCCC(=O)Nc1ncc2c(n1)CC(C)(C)CC2=O	0	-0.3	-2	-13	0.3	-5	-20	0.7	1.9	0.9
COc1ccc(NC(=O)N2CCC(c3ccccc3)C2)c(OC)c1 (centres undefined)	1	-0.6	-6	-11	-0.1	-7	-12	0.9	1.7	1
CC1(C)CC(=O)c2cc(C(=O)O)c(=O)n(-c3ccccc3)c2C1	0	0.5	-1	-7	-0.4	-3	·	1.1	3.0	1.1
Cc1ccc(S(=O)(=O)N2CCC[C@H]2C(=O)OC(C)C(=O)Nc2ncc(Cl)cc2Cl)cc1 (some centres undefined)	-2	1.9	-5	-12	0.0	-2	·	1	1.4	0.9
Cc1ccc(CN2CCN(/N=C/c3sccc3C)CC2)c(C)c1	-7	-0.5	-6	-9	0.2	-1	1	0.8	-0.1	0.8
Cc1cc(C)nc(N2CCC(C(=O)O)CC2)n1	-2	3.8	-8	-17	-0.4	-3	-17	1.2	-0.6	1.1
O=C(CCSc1nccn1Cc1ccccc1)N1CCOCC1	0	2.6	1	4	-0.1	-6	-18	1	0.9	0.9
O=C(NC(=O)c1cccc(F)c1)Nc1nc(-c2ccc(F)cc2)cc(C(F)(F)F)n1	0	-0.2	-3	-1	-0.3	-8	3	1	5.3	1
COc1ccc(N2CCN(C(=O)CSc3nnc(COc4cccc5cccnc45)o3)CC2)cc1	-6	-0.3	-5	-18	0.2	7	4	0.9	2.6	1
COc1ccc(SCCc2ccncc2)cc1	2	0.4	-1	-4	0.1	-3	0	1.1	-0.1	1.1
NC(Cc1ccc(Oc2ccc(O)cc2)cc1)C(=O)O (centres undefined)	-6	-0.6	1	-7	-0.1	-8	-15	1	0.7	1
OCCCc1n[nH]c(=S)n1-c1ccccc1	-1	-0.1	-5	-2	-0.2	9	-12	1	-1.9	1
c1cncc(-c2nnc(-c3cccnc3)nn2)c1	4	3.2	0	36	-0.1	97*	22	0.4	1.3	0.5
COc1ccccc1/C=C/C=N/NC(=O)CN1CCN(S(=O)(=O)c2ccc(C)cc2)CC1	-6	0.2	-1	-39	-0.5	10	7	0.9	0.6	0.8
CN(C)/C=C1\SC(=S)N(N2C(=O)C3C4C=CC(C4)C3C2=O)C1=O (centres undefined)	-1	-0.8	-2	-4	-0.1	2	-5	1	1.9	1
COc1ccc(CCNC(=O)/C=C/C(=O)O)cc1OC	-3	2.7	-6	-6	-0.3	-1	-6	0.9	-0.3	0.9
Cc1ccccc1C(=O)Nc1ccc(C(=O)N/N=C/c2ccc(O)c(Br)c2)cc1	-13	-0.6	-4	-9	-0.4	-11	-9	0.8	1.3	0.8
Cc1c(NC(=O)c2cccc(NC(=O)c3ccco3)c2)cccc1C(=O)O	-1	0.8	-5	-11	-0.2	-6	-23	0.9	1.1	0.9
O=C1N(Cc2cccnc2)C[C@@H]2C[C@@H](c3ccccc3C#Cc3ccccc3)N3CCC[C@@]123	0	-0.9	-6	-9	-0.2	6	3	0.9	1.3	0.9
COC(=O)CN1C(=O)C2(C(C#N)=C(N)Oc3cc(C)oc(=O)c32)c2ccccc21 (centres undefined)	0	1.6	-4	-10	-0.5	-7	8	0.9	1.2	0.9
CC(C(=O)NN=C(c1ccccc1)c1ccccc1)N1CCCC1 (centres undefined)	-3	0.0	-8	-6	-0.3	1	-8	0.9	-0.2	0.9
Cc1ccc2nc(/C(C#N)=C\c3ccc(OC(=O)c4cccs4)cc3)[nH]c2c1	-4	-0.9	9	9	0.2	25	·	0.8	4.9	0.9
COc1ccc(N(Cc2cc3cc(OC)ccc3[nH]c2=O)C(=O)c2cccnc2)cc1	4	-0.1	-4	2	0.0	-1	3	1	4.5	1
O=C(O)CCSc1nnc(-c2ccncc2)n1-c1ccccc1	1	2.3	-3	-3	0.0	-4	-20	1.2	-0.6	1.2
Cc1cc(=O)oc2c1c(C)nn2-c1ccc(Br)cc1	1	-0.8	1	-3	0.0	-8	-6	0.9	2.6	0.9
O=C(O)CCc1nn2cc(-c3ccccc3)nc2[nH]c1=O	-8	0.6	-2	-9	-0.4	-5	·	1.3	0.8	1.3
O=C1CCCc2c1cc(C(=O)NC1CCSC1=O)c(=O)n2-c1ccccc1 (centres undefined)	-2	0.1	-2	-4	-0.1	-24	·	1.1	0.1	1.1
Cc1ccc(-c2cc(C(=O)n3cnc4ccccc43)c3ccccc3n2)cc1C	-2	-5.6	1	-2	-0.2	2	·	0.9	0.1	0.9
CCOc1ccc(C2C(C#N)=C(N)Oc3nc[nH]c(=O)c32)cc1OC (centres undefined)	3	-3.5	-8	-8	-0.1	-3	-32	0.9	0.2	1
COc1ccc(OC)c(N(CC(=O)N2CCc3ccccc3C2)S(C)(=O)=O)c1	-9	-3.2	-5	-10	0.1	-8	·	0.8	1.9	0.9
Cc1nn(CCC#N)c(NC(=O)c2ccccc2)c1P(=O)(Nc1ccc(Br)cc1)N1CCOCC1 (centres undefined)	-2	0.6	2	-8	-0.2	3	6	0.9	1.0	1
O=C(CCC1CCCN(C(=O)Cn2cnnn2)C1)NCc1ccc(F)c(F)c1 (centres undefined)	2	-2.2	-6	-11	-0.1	-4	-8	0.9	0.5	0.9
CCOc1ccc(C(=O)Nc2ccc(Cc3ccncc3)cc2)cc1Br	-4	-0.3	-5	-24	-0.2	-1	-8	0.9	0.4	0.9
O=C(NC1CCCCC1)C1CCCN(S(=O)(=O)c2cnc[nH]2)C1 (centres undefined)	-5	-0.7	-3	-17	-0.1	-7	-31	1.1	0.8	1.1
CCN(CC(=O)Nc1ccc(Cl)c(C(F)(F)F)c1)CC(=O)NC1CCS(=O)(=O)C1 (centres undefined)	-2	-0.4	5	-5	-0.2	9	-13	1.1	-1.3	1
O=C(OCc1cc2ccccc2[nH]c1=O)c1ccncc1	-1	2.2	0	-4	0.0	11	-3	1	1.8	1
CCOC(=O)c1ccc(NC(=S)NN2CCN(C)CC2)cc1	0	-0.2	-3	-1	-0.3	-4	-37	0.9	0.5	0.9
O=C(c1cccc(C(F)(F)F)c1)N1CCCCCC1	-1	-2.5	-2	11	-0.3	-4	2	1	0.7	1
CC(OC(=O)c1ccco1)C(=O)Nc1ccc(Cl)cn1 (centres undefined)	-1	-1.6	-2	-6	0.3	-9	-2	1.1	0.7	1.1
O=C1c2cccnc2C(=O)N1C1CCCCC1	-5	-5.3	-4	-3	-0.1	0	-13	1.1	1.6	1.1
C=CCn1c(Br)nc2c1c(=O)[nH]c(=O)n2C	-3	1.6	-6	-11	-0.6	-6	-38	0.9	1.2	0.9
COC(=O)C1CCN(c2ccc(Cl)nn2)CC1	-4	-1.9	-6	-20	-0.2	1	-7	1	1.5	1
O=C1NC2(CCCCCC2)N=C1c1ccc(F)cc1	-2	-0.1	-7	-14	-0.2	-5	·	1	1.0	1
Cc1cc(C)nc(N/N=C/c2cc(C)n(CC(F)(F)F)c2C)n1	1	-1.1	-5	-23	-0.1	0	1	1	-1.0	1.1
Cc1cc(C)n(-c2cc(-c3ccccc3)nc(C)n2)n1	-2	1.4	-3	-1	0.0	2	22	0.9	4.6	0.9
Cc1oc2cc(OC(=O)c3ccco3)ccc2c(=O)c1-c1nc2ccccc2n1C	3	1.0	4	0	-0.4	-7	-10	1	0.7	1.1
CCOc1cc(CNCc2cccs2)cc(Br)c1OCC	1	-5.0	-3	-12	0.4	7	·	1.1	1.4	1
COc1ccc(Cc2nnc(SCC(=O)Nc3ncc(C)s3)o2)cc1	2	2.4	1	-9	0.1	-2	-19	0.9	0.9	0.9
CCNC(=S)N1CCN(c2cccc(C(F)(F)F)c2)CC1	3	-0.5	1	1	-0.4	36	-7	0.9	-0.8	0.9
CCCCc1nnc(NC(=O)CCSc2ccccc2)s1	-2	-0.7	-3	2	-0.2	1	·	1	2.2	1
CCOC(=O)N1CCN(C(=O)CN2C(=O)COc3ccc(C)cc32)CC1	-11	0.5	0	-10	-0.3	-2	14	0.9	0.6	0.9
CN(CC(=O)N1CC(=O)N(CCc2ccccc2)C(=O)C1)S(=O)(=O)c1cccc2nsnc12	-11	-0.5	-5	-18	-0.5	-4	-64	1	2.3	1
COc1ccc(-c2cc(-c3ccccc3)n[nH]2)c(O)c1	1	-1.1	-7	-40	0.0	48	-2	1	-1.1	0.9
O=C(/C=C/c1ccccc1[N+](=O)[O-])NCc1cccnc1	5	0.2	4	-5	-0.1	0	-13	1	0.1	0.9
